NPY1 pot ag = NPY-Y1 receptor potentiators or agonists, primary screen, cell-based | Neuropeptide Y receptor type 1 (Homo sapiens), P25929 | NPY-Y1 expressing cells, potentiator/agonist activation | activation, % at 3.6 µM | 0.37% of 220,000 active | AID 1304, 2008; in the data active means activation above about 33%, passing the limit was not always enough;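 further: cells stimulated with NPY at EC10 then isoproterenol at EC100; 0% = low agonist plus stimulus and 100% = saturating agonist plus stimulus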
S1P4 ag = S1P4 receptor agonists, primary screen, cell-based; Sphingosine 1-phosphate receptor 4 (Homo sapiens), O95977; S1P4-expressing cell line, agonist reporter assay; activation, % at 4.98 µM; 0.35% of 220,000 active; in the data active means activation above about 11%;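 further: 0% = DMSO vehicle and 100% = reference agonist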
PGE2 EP2 inh = human EP2 receptor antagonists, primary screen, TR-FRET cAMP, C6 glioma cells | AID 1422, 2008 | inhibition, % at 25 µM | C6 glioma cells expressing human EP2; cells stimulated with saturating PGE2 | Prostaglandin E2 receptor EP2 subtype (Homo sapiens), P43116 | 0.52% of 260,000 active;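 active means percent inhibition above 40 after rounding to a whole number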;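 further: rat C6 glioma host cells with rolipram phosphodiesterase inhibitor present; the protocol text gives 20 µM as final concentration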
EP2 modulator = EP2 receptor modulators, cAMP readout, primary screen, cell-based, HTRF cAMP, PGE2 stimulation; EP2-expressing cells, cAMP HTRF FRET, PGE2 co-stimulation; 0.83% of 260,000 active; Prostaglandin E2 receptor EP2 subtype (Homo sapiens), P43116; induction, % at 25 µM;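 active means compounds whose cAMP rise, as percent of the full-agonist control response, exceeds 60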;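 further: rat C6 glioma line stably carrying human EP2 under a CMV promoter; the protocol text gives 20 µM as final concentration; 100% = response of wells given 1 µM PGE2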
p97 ATPase inh = inhibitors of human p97 ATPase, primary screen, biochemical; Transitional endoplasmic reticulum ATPase (Homo sapiens), P55072; recombinant p97 ATPase, Kinase-Glo ATP luminescence, 3 h; inhibition, % at 8 µM; 0.42% of 220,000 active; in the data active means inhibition above about 15%;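 further: 0% = DMSO vehicle and 100% = wells lacking enzyme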
eIF4E 4G PPI = eIF4E–eIF4G protein interaction inhibitors, primary screen, biochemical, uHTS, TR-FRET, eIF4GI fragment. 0.37% of 220,000 active. AID 782, 2007. inhibition, % at 21.7 µM. TR-FRET eIF4E-eIF4GI(517-606) binding, 2 h. Eukaryotic translation initiation factor 4E (Mus musculus) + Eukaryotic translation …;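 active means inhibition above about 30%, limit read from the data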;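 further: 0% = full FRET control wells and 100% = background wells lacking eIF4GI fragment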
NPY Y1 blocker = NPY-Y1 receptor antagonists, primary screen, cell-based. HEK293-CNG Y1 cells, membrane potential fluorescence; NPY at EC95, then isoproterenol. inhibition, % at 3.6 µM. 1% of 200,000 active;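 active means inhibition above the campaign mean inhibition of all tested compounds plus 3 SD, cut at about 20% in these data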;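 further: 0% = DMSO wells given NPY plus isoproterenol and 100% = isoproterenol alone without NPY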
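Material: HEK293 Y1/CNG channel cell line; also added: NPY (25 nM), isoproterenol (1 µM), Ro 20-1724 (25 µM); doses: one concentration, 3.6 µM, in 0.4% DMSO; schedule: compound incubation 1 h at room temperature, readout 45 min post-stimulation; technique: membrane potential fluorescence; measure: fluorescence ratio normalized to % inhibition between controls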
S1P4 antagonist = S1P4 receptor antagonists, primary screen, cell-based | S1P4-expressing cells, antagonist mode, reporter read-out | 0.26% of 220,000 active | AID 1510, 2009 | inhibition, % at 4.98 µM; in the data active means inhibition above about 29%;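 further: 0% = wells stimulated with agonist and 100% = vehicle wells without agonist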
NPY2 pot ag = NPY-Y2 potentiators or agonists, primary screen, cell-based; cells expressing NPY-Y2, potentiator/agonist read-out; 0.45% of 220,000 active; activation, % at 3.6 µM; AID 1359, 2008; Neuropeptide Y receptor type 2 (Homo sapiens), P49146; in the data active means activation above about 27%;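 further: cells stimulated with NPY near EC25 plus isoproterenol at EC100; 0% = vehicle plus submaximal agonist and 100% = vehicle plus saturating agonist; some results beyond the cut were filed as inactive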
* hit, by the source's call; · = not tested or not shown; [ ] = another dose, or the depositor's remark. An excerpt; rates above refer to the full screens.

SMILES | NPY1 pot ag | S1P4 ag | PGE2 EP2 inh | EP2 modulator | p97 ATPase inh | eIF4E 4G PPI | NPY Y1 blocker | S1P4 antagonist | NPY2 pot ag
O=C(Cn1c(NCCO)nc2ccccc21)NCCc1ccc(F)cc1 | 4 | -1.2 | 14 | -7 | 2 | -6 | 6 | -8 | 0
O=C(CSc1nnc(-c2cccs2)n1-c1ccccc1)NCC1CCCO1 (stereo not given) | 15 | 2.3 | 7 | 1 | -5 | 0 | 0 | 4 | 2
CC(C)c1ccc(NC(=O)c2cccc(Br)c2)cc1 | -7 | 0.5 | 5 | -63 | -6 | 2 | 7 | -13 | -17
CCC1C(=O)Nc2nc(-c3ccccc3)c(-c3ccccc3)n2N=C1C (stereo not given) | -5 | -0.1 | 8 | 29 | 0 | 0 | -3 | 0 | -2
COc1ccc(-n2nnc3c(=O)n(Cc4cc(C)ccc4C)cnc32)cc1 | -12 | 1.2 | 7 | 15 | -7 | 3 | 9 | -35 | -9
CCOc1ccccc1NC(=S)/C(=C(\[O-])c1ccc2c(c1)OCCO2)[n+]1ccc(CC)cc1 | 17 | -1.8 | 7 | 2 | 3 | -10 | 1 | 4 | 10
O=C(NCCO)c1ccc(-c2nnc(N3CCOCC3)c3ccccc23)cc1 | -11 | 0.5 | 11 | 2 | -3 | 8 | -10 | -3 | -16
COc1cc(NC(=S)NC(=O)c2ccco2)ccc1NC(=O)C(C)C | 1 | 3.4 | 8 | -13 | -1 | -9 | 2 | 7 | -1
CN(CC(O)COc1ccc(S(=O)(=O)N2CCOCC2)cc1)C1CCCCC1 (stereo not given) | 6 | -0.3 | 6 | 15 | -1 | -4 | 0 | -6 | -6
N#CC(C#N)=Cc1cn(-c2ncc(C(F)(F)F)cc2Cl)c2ccccc12 | -25 | -0.2 | 21 | 15 | -5 | · | 3 | -16 | -6
O=C(Nc1ccc(C2=NCCN2)cc1)c1ccc(C(=O)Nc2ccc(C3=NCCN3)cc2)c(Cl)c1 | -4 | 0.6 | 10 | -11 | 14 | 9 | · | 8 | -9
CCOC(=O)C1=C(C)NC2=C(C1c1ccc([N+](=O)[O-])cc1)S(=O)(=O)c1ccccc12 (stereo not given) | -13 | -1.7 | 13 | -8 | 3 | 4[fluorescence artefact?] | 0 | 6 | -13
O=C(CCCc1nc2ccccc2s1)NCc1ccc(F)cc1 | -3 | 0.4 | 9 | -67 | -1 | 0 | 1 | -9 | -7
Cc1csc(NC(=O)C(F)(F)F)n1 | 4 | 0.9 | 6 | 15 | 5 | 24 | -3 | -17 | -4
Cc1ccc(S(=O)(=O)N(CC(O)CN2CCOCC2)c2cc(Cl)ccc2Cl)cc1 (stereo not given) | -11 | 1.0 | 13 | -3 | -2 | 3 | 1 | 0 | -3
CC1(c2ccccc2)CC(C)(C)N2C(=O)C(=O)c3cccc1c32 (stereo not given) | -4 | 1.2 | 6 | 54 | -5 | -1 | -8 | 18 | -14
Cc1sc(NC(=S)NC(=O)c2cccs2)nc1-c1ccc(C(C)C)cc1 | 11 | 0.8 | 7 | -10 | 2 | 8 | 1 | -15 | 1
CCCCNC(=O)NC1CCCC1 | -8 | 1.3 | -1 | 9 | 2 | 15[fluorescence artefact?] | -1 | -34 | 7
Cc1noc(C)c1S(=O)(=O)N1CCCC(C(=O)N2CCc3ccccc3C2)C1 (stereo not given) | 7 | 0.0 | 8 | -24 | -2 | 4 | -1 | -12 | 13
CCCCCOP(=O)(c1ccccc1)c1ccccc1 | 5 | 0.3 | 4 | 19 | -1 | 1 | 0 | -11 | 8
COc1cccc(C2C(C(=O)OCc3ccccc3)=C(C)Nc3ncnn32)c1OC (stereo not given) | -3 | -0.3 | 5 | 4 | -6 | 2 | 6 | 0 | -19
Cc1noc(C(F)(F)F)c1C(=O)NNC(=O)c1ccccc1 | 4 | 0.8 | 10 | 1 | 8 | -1 | · | 7 | 5
O=c1[nH]c(-c2ccccn2)nc(C(F)(F)F)c1Br | 1 | -2.3 | 3 | 0 | -5 | 1 | -1 | -29 | -8
COc1ccc(NC(=O)Nc2ccncc2)c(OC)c1 | 5 | 0.5 | 9 | -16 | 3 | 2 | 2 | -12 | 5

Some of these compounds in order of SMILES length, rising:
SMILES | NPY1 pot ag | S1P4 ag | PGE2 EP2 inh | EP2 modulator | p97 ATPase inh | eIF4E 4G PPI | NPY Y1 blocker | S1P4 antagonist | NPY2 pot ag
CCCCNC(=O)NC1CCCC1 | -8 | 1.3 | -1 | 9 | 2 | 15[fluorescence artefact?] | -1 | -34 | 7
O=C(CCCc1nc2ccccc2s1)NCc1ccc(F)cc1 | -3 | 0.4 | 9 | -67 | -1 | 0 | 1 | -9 | -7
Cc1noc(C(F)(F)F)c1C(=O)NNC(=O)c1ccccc1 | 4 | 0.8 | 10 | 1 | 8 | -1 | · | 7 | 5

(more compounds)
SMILES | NPY1 pot ag | S1P4 ag | PGE2 EP2 inh | EP2 modulator | p97 ATPase inh | eIF4E 4G PPI | NPY Y1 blocker | S1P4 antagonist | NPY2 pot ag
COc1ccc(CNC(=O)c2sc(=S)n(-c3ccc(OC)cc3)c2N)cc1 | -2 | -1.1 | 10 | -6 | 1 | 2 | -4 | -3 | -2
CCOC(=O)N1CCN(c2ccc(C(C)=O)cc2F)CC1 | -9 | -0.9 | 13 | 8 | 12 | -2 | 2 | -6 | -3
CCOC(=O)COc1ccc(Oc2nc(C)cc(OC)n2)nn1 | 8 | 1.7 | 6 | 2 | 5 | 10 | -10 | -4 | 10
Nc1nc(N2CCN(C(=O)c3ccco3)CC2)nc2ccccc12 | -6 | 1.3 | 14 | 12 | -1 | 6[fluorescence artefact?] | 3 | 6 | -12
CC(=O)N/C(=C\c1cccs1)C(=O)O | 26 | -0.7 | 7 | -10 | 4 | -3 | 1 | -5 | 3
CC(=O)Nc1ccc(/C(C)=N\NC(=O)c2ccc(-c3ccccc3)cc2)cc1 | -29 | 0.8 | 4 | -7 | 1 | 3 | 5 | -9 | -25
O=C(O)c1ccc(COc2ccc3ccccc3c2/C=C2/NC(=O)N(c3ccccc3)C2=O)cc1 | 10 | -0.1 | 6 | -23 | -4 | 12[fluorescence artefact?] | -5 | -4 | 24
O=C(NCc1cccs1)c1ccc(N2CCCC2=O)cc1 | -4 | -1.8 | 10 | 17 | -2 | 0 | 8 | -14 | -9
COc1cc(CN(C(=S)NCC(=O)O)C2CCCC2)cc(OC)c1OC | 6 | -0.6 | 9 | -15 | 4 | -1 | 0 | 7 | -2
CCC(C)NC(=O)C1CCCN(c2nc(C)cc(OC)n2)C1 (stereo not given) | -7 | -1.4 | 9 | 31 | 1 | 0[fluorescence artefact?] | -2 | -3 | 0
O=C(CC1C(=O)NCCN1CC1CCCCC1)NCc1cc(F)ccc1F (stereo not given) | 4 | -1.4 | 7 | 1 | -2 | 1 | 8 | -3 | -6
O=C(c1ccco1)N1CCN(C(=S)NC2CC3CCC2C3)CC1 (stereo not given) | -22 | -0.5 | 2 | -16 | -4 | -2 | -5 | -2 | 3
CC1CCC2(CC1)NC(=O)N(CC(=O)Nc1nc(-c3ccc(F)cc3)cs1)C2=O (stereo not given) | 1 | -0.7 | 38 | 5 | 1 | -20 | -1 | -5 | -10
O=C1CCC(=O)N1OCCOc1ccccc1 | -6 | 0.5 | 14 | 17 | 0 | 0 | 6 | -13 | -1
O=C1C(Cl)=C(NCC2CCCO2)C(=O)N1c1cccc(Cl)c1Cl (stereo not given) | -9 | -0.1 | 9 | -18 | -7 | 6 | 7 | 9 | -27
Cc1ccc(OCCCC(=O)Nc2ccccc2C(F)(F)F)cc1 | -12 | -1.6 | 12 | -18 | 2 | 2 | 10 | -12 | -16
Cc1cc(C)n(-c2cc(N3CCOCC3)nc(-c3ccccc3)n2)n1 | -4 | -0.1 | 6 | 51 | -8 | 0 | 14 | -14 | -11
O=C(CN1CCOCC1)Nc1c(C(=O)C2CC2)oc2ccccc12 | 15 | 1.7 | 13 | 29 | 4 | -3 | 8 | -18 | -2
CC(C)C(O)C1CCN(Cc2nc(Cc3ccccc3Cl)no2)CC1 (stereo not given) | -5 | 0.2 | 3 | -8 | -3 | -5 | -4 | -9 | 1
N#Cc1ccc(-c2csc(NC3=NCCCCC3)n2)cc1 | -20 | -0.1 | 7 | -48 | 1 | 53*[fluorescence artefact?] | 5 | -3 | -8
CCN(CC)CC(=O)NN(Cc1ccccc1)c1ccccc1 | -11 | 0.2 | 3 | 10 | 0 | 2 | · | 11 | -10
Nc1nc(CSc2ncn[nH]2)nc(Nc2ccc(F)cc2)n1 | -1 | -1.0 | 6 | -8 | -5 | 2 | -3 | -10 | -11
Cc1nn(C)c(C)c1S(=O)(=O)N(CC(=O)NCCN1CCOCC1)c1ccc(C(C)C)cc1 | 7 | 0.8 | 5 | 0 | -4 | -1 | 2 | -16 | -4
CC(=O)c1ccc(-n2ccnc2)cc1 | 26 | -0.3 | 6 | -13 | 5 | -2 | · | -9 | 0
Nc1c(N2CCCCC2)c2ccccc2oc1=O | 3 | 0.7 | 1 | 31 | 4 | 0 | 1 | -15 | 6
O=S(=O)(NC1=NCCC1)c1ccc(F)cc1 | 10 | 1.3 | 16 | -7 | 4 | 2 | 6 | -5 | 6
Cc1ccc(-c2cc(C(F)F)n3ncc(C(=O)N4CCN5CCCC5C4)c3n2)cc1 (stereo not given) | -76 | 0.4 | 12 | -38 | -5 | 14 | 21* | -48 | -39
C/C(=N\NC(=O)c1csc(C)c1C)c1ccco1 | 6 | -0.7 | 8 | -3 | 1 | 5[fluorescence artefact?] | 0 | 4 | 12
Cc1ccc(/C(O)=C2/C(=O)C(=O)N(CCCn3ccnc3)C2c2ccccn2)cc1 (stereo not given) | 3 | -2.0 | · | -4 | -1 | -9 | 1 | -12 | -16
O=C(CN1C(=O)C2CCCCC2C1=O)Nc1ccc(S(=O)(=O)Nc2ncccn2)cc1 (stereo not given) | -2 | -1.6 | 6 | 18 | 0 | -2 | -3 | -4 | 0
COc1ccccc1C1C2C(=O)N(c3ccccc3)C(=O)C2ON1c1ccccc1 (stereo not given) | 8 | 2.1 | 6 | 0 | 1 | 0 | -1 | -3 | -8
CCOP(=O)(OCC)c1nc(-c2ccc(C)cc2)oc1NCc1ccccc1 | -20 | -0.1 | 10 | 81* | 1 | 1 | 8 | -12 | 1
O=C(CCl)Oc1ccc2occ(C(=O)c3cccs3)c2c1 | 9 | 0.1 | 14 | -41 | 3 | -1 | -7 | 2 | -1
COc1ccc(S(=O)(=O)CCc2nc3ccccc3s2)cc1 | -17 | 0.5 | 10 | -10 | -4 | -1 | 12 | -3 | 1
Cc1cccc(C(CC(=O)O)NC(=O)C(F)(F)F)c1 (stereo not given) | 14 | 1.6 | 8 | 26 | 3 | 2 | 0 | -6 | 4
CN1CCN(C(=O)CC2(CC(=O)O)CCCC2)CC1 | 13 | 0.5 | 2 | 20 | 7 | -2 | 3 | 10 | -4
